NTR1 ag = agonists of NTR1, primary screen, imaging, U2OS cells, beta-arrestin-GFP, high content (AID 493036); 330,000 tested, 0.17% active; NTR1-U2OS beta-arrestin-GFP spot imaging, agonist mode; activation, % at 20 µM; P30989;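 active = activation at or above 40% of the spot to cytoplasm intensity ratio, with at least 20 cells analyzed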;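 note: 0% = DMSO without peptide and 100% = 100 nM NTR1 peptide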
Target sequence (P30989 whole entry, looked up): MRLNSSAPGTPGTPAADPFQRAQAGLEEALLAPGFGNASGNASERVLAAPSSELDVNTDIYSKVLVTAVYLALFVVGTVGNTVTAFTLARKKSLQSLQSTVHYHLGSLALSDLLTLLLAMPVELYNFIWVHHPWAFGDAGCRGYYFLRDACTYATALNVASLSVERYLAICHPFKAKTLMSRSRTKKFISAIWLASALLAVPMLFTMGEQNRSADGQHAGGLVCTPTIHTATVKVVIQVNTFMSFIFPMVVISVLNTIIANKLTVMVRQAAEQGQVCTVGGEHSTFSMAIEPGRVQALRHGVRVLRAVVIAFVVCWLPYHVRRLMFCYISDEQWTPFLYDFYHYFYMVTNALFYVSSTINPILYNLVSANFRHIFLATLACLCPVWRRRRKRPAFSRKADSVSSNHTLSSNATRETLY
WT yeast gro inh = growth inhibition of WT yeast, mitochondrial fusion screen; mitochondrial fusion phenotypic screen, WT strain; inhibition, % at 10 µM; 190,000 tested, 2.1% active; AID 1362; in the data active = inhibition above about 58%; tested in S. cerevisiae
AID2073 = disruptors of CaV2.2 binding to Mint1 – biochemical, HTRF (AID 2073) | HTRF protein-protein interaction, Mint1-CaV2.2; higher % means a stronger effect | inhibition, % at 20 µM, or IC50 in µM where a hit was titrated | 290,000 tested, 0.19% active; in the data active = inhibition mostly above about 51%, no sharp cut-off; note: some results filed as inactive read as strong as hits
LYP inhibition = inhibitors of LYP phosphatase, biochemical, fluorescence intensity, uHTS (AID 1779) | inhibition, % at 11.5 µM, or IC50 in µM where a hit was titrated | recombinant LYP phosphatase, fluorescence intensity; higher % means a stronger effect | 290,000 tested, 0.054% active; in the data active = inhibition above about 50%;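 note: plate controls were vehicle with enzyme for no effect and no enzyme for full effect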
GPR35 antagonists = GPR35 antagonists blocking zaprinast-driven arrestin recruitment, primary screen, imaging, U2OS, beta-arrestin-GFP, zaprinast agonist (AID 2058) | U2OS GPR35 beta-arrestin-GFP translocation imaging, zaprinast antagonism; higher % means a stronger effect | one-dose inhibition, % at 10 µM; IC50 in µM for titrated hits | 290,000 tested, 0.052% active;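 active = inhibition of at least 50% with at least 30 cells and total cytoplasm GFP at most 10,000,000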
NS5 inhibitors = flavivirus cap methylation enzyme inhibition – biochemical, confirmation dose response, primary screen (AID 588689); inhibition, % at 25 µM; hits with a dose series show IC50 in µM; Dengue-2 NS5 methyltransferase capping enzyme assay, biochemical; higher % means a stronger effect; 340,000 tested, 0.3% active; in the data active = a potency from the dose series
RSV CPE inhibition = inhibition of RSV-induced cytopathic effect – HEp-2 cells, primary 10 µM value included (AID 2391); HEp-2 cells, RSV-induced CPE inhibition; higher % means a stronger effect; one-dose CPE inhibition, % at 10 µM; IC50 in µM for titrated hits; 310,000 tested, 0.13% active; in the data active = a potency from the dose series; note: strong numbers were not always called active
Autophagy HCS = autophagy modulation, high-content screen | MEF GFP-LC3 puncta imaging; test concentration mostly 10 µM | calls only at 10 µM (by protocol) | 190,000 tested, 0.98% active;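 active = percentage of spot-positive cells more than 3 SD above its plate mean, without a fluorescence outlier flag or 80% toxicity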;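 note: spot-positive cell cutoff set from DMSO-treated cells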
UTI89 phage lysis = protection from phage-mediated lysis, alamar blue read-out – E. coli UTI89, K1F phage, bacterial capsule biogenesis inhibitors (AID 488966); E. coli UTI89 K1F phage lysis, alamar blue, 2 h; higher % means a stronger effect; 340,000 tested, 0.02% active; inhibition, % at 100 µM; hits with a dose series show IC50 in µM;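 active = phage lysis inhibition, versus mean bacterial control, above a set limit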;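 note: capsule biogenesis inhibitors block K1F phage lysis so surviving cells raise fluorescence; higher fluorescence means more inhibition of phage lysis; actives were called in the ten point dose series up to 300 µM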
WT yeast gro inh mutant strain = second read-out of WT yeast gro inh, no call of its own (marks repeat the call); inhibition, %; mitochondrial fusion phenotypic screen, mutant strain inhibition
Autophagy HCS cell loss 18 h = recorded beside Autophagy HCS, whose call it bears; toxicity, %; measured here: cell loss, nuclei count;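 cell loss after 18 h compound exposure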
NTR1 ag cell count 20 µM = second read-out of NTR1 ag, no call of its own (marks repeat the call); cell count; measured here: cell count, cytotoxicity flag
An asterisk follows results filed as active.

`CCn1c(=N)n(CC(O)COc2ccc(C)cc2)c2ccccc21` (centres undefined) gave NTR1 ag 0.6, AID2073 9.7%, LYP inhibition -5.2%, GPR35 antagonists -0.8%, NS5 inhibitors -6.1%, RSV CPE inhibition 1.0%, UTI89 phage lysis 2.3% and NTR1 ag cell count 20 µM 55.
Screening CC(=O)c1sc2nsc(SCCN3CCCC3)c2c1N returned NTR1 ag -0.2, AID2073 -5.6%, LYP inhibition -8.9%, GPR35 antagonists -5.7%, NS5 inhibitors 1.5%, UTI89 phage lysis 0.0% and NTR1 ag cell count 20 µM 60.
For CC(C)Oc1ccc(C(=O)NC2CCS(=O)(=O)C2)cc1 (centres undefined) the results were NTR1 ag 0.8, WT yeast gro inh 16.0, AID2073 -3.6%, LYP inhibition -3.7%, GPR35 antagonists 9.8%, NS5 inhibitors -4.3%, RSV CPE inhibition 1.5%, Autophagy HCS inactive, UTI89 phage lysis 1.9%, WT yeast gro inh mutant strain 16.1, Autophagy HCS cell loss 18 h -5.0 and NTR1 ag cell count 20 µM 41.
Cc1[nH]n(-c2ccccc2)c(=O)c1C(=O)c1ccccc1 was read as NTR1 ag -0.1, AID2073 12.1%, LYP inhibition 0.7%, GPR35 antagonists -13.7%, NS5 inhibitors -0.8%, RSV CPE inhibition 1.3%, UTI89 phage lysis -1.2% and NTR1 ag cell count 20 µM 49.
`c1ccc(CN(Cc2ccccc2)c2c3c(nc4ncnn24)CCC3)cc1` gave NTR1 ag 3.8, AID2073 -2.3%, LYP inhibition -1.9%, GPR35 antagonists 3.9%, NS5 inhibitors 5.4%, RSV CPE inhibition 2.1%, UTI89 phage lysis -1.8% and NTR1 ag cell count 20 µM 56.
COc1ccc(OC)c(CCNC(=O)CN2C(=O)CC(C)(C)S(=O)(=O)c3ccccc32)c1 was read as NTR1 ag -3.7, WT yeast gro inh -3.6, AID2073 -2.2%, LYP inhibition -5.4%, GPR35 antagonists -3.4%, NS5 inhibitors -2.9%, RSV CPE inhibition -0.5%, Autophagy HCS inactive, UTI89 phage lysis -1.0%, WT yeast gro inh mutant strain -3.2, Autophagy HCS cell loss 18 h 12.9 and NTR1 ag cell count 20 µM 54.
For Cc1onc(-c2ccccc2)c1C(=O)O/N=C(\N)c1ccc([N+](=O)[O-])o1 the results were NTR1 ag 1.6, AID2073 1.4%, LYP inhibition -5.8%, GPR35 antagonists -8.8%, NS5 inhibitors 7.0%, RSV CPE inhibition 4.2%, UTI89 phage lysis 0.6% and NTR1 ag cell count 20 µM 57.
For Cc1cc(NC(=O)CSc2nnc(-c3c[nH]c4ccccc34)n2C)no1 the results were NTR1 ag 2.6, WT yeast gro inh -5.6, AID2073 3.4%, LYP inhibition -5.2%, GPR35 antagonists 2.9%, NS5 inhibitors -4.8%, RSV CPE inhibition 1.2%, Autophagy HCS inactive, UTI89 phage lysis 2.6%, WT yeast gro inh mutant strain -2.5, Autophagy HCS cell loss 18 h 22.1 and NTR1 ag cell count 20 µM 72.
`CCC1CN(C(=O)N2CCC(C(=O)Nc3ccccc3F)CC2)c2ccccc2O1` (centres undefined) gave NTR1 ag -0.8, AID2073 -3.1%, LYP inhibition -11.8%, GPR35 antagonists 5.7%, NS5 inhibitors -6.2%, RSV CPE inhibition 1.2%, UTI89 phage lysis 0.1% and NTR1 ag cell count 20 µM 66.
`O=C(CCN1C(=O)/C(=C/c2ccccc2)SC1=S)NNC(=O)c1ccncc1` gave NTR1 ag -0.5, WT yeast gro inh -13.9, AID2073 42.4%, LYP inhibition 1.8%, GPR35 antagonists -2.0%, NS5 inhibitors -0.8%, RSV CPE inhibition 1.7%, Autophagy HCS inactive, UTI89 phage lysis 1.8%, WT yeast gro inh mutant strain -1.7, Autophagy HCS cell loss 18 h -2.3 and NTR1 ag cell count 20 µM 102.
`Cc1cccc(OCCNC(=O)c2ccc(Oc3ccc(C(F)(F)F)cc3[N+](=O)[O-])cc2)c1` gave NTR1 ag 0.9, WT yeast gro inh 14.8, AID2073 2.6%, LYP inhibition -1.4%, GPR35 antagonists 15.7%, NS5 inhibitors -9.6%, RSV CPE inhibition 11.7%, Autophagy HCS inactive, UTI89 phage lysis 0.2%, WT yeast gro inh mutant strain 13.9, Autophagy HCS cell loss 18 h -26.0 and NTR1 ag cell count 20 µM 97.
For Cc1cc(=O)[nH]c(N2CCc3ccccc3C2)n1 the results were NTR1 ag 0.5, WT yeast gro inh 6.9, AID2073 -2.3%, LYP inhibition -7.3%, GPR35 antagonists 9.6%, NS5 inhibitors 5.6%, RSV CPE inhibition 1.6%, Autophagy HCS inactive, UTI89 phage lysis 3.7%, WT yeast gro inh mutant strain 11.4, Autophagy HCS cell loss 18 h -19.8 and NTR1 ag cell count 20 µM 82.

Reprinted from the part before: two compounds, then new ones.
`Cc1cccc(OCCNC(=O)c2ccc(Oc3ccc(C(F)(F)F)cc3[N+](=O)[O-])cc2)c1` gave NTR1 ag 0.9, WT yeast gro inh 14.8, AID2073 2.6%, LYP inhibition -1.4%, GPR35 antagonists 15.7%, NS5 inhibitors -9.6%, RSV CPE inhibition 11.7%, Autophagy HCS inactive, UTI89 phage lysis 0.2%, WT yeast gro inh mutant strain 13.9, Autophagy HCS cell loss 18 h -26.0 and NTR1 ag cell count 20 µM 97.
For Cc1cc(=O)[nH]c(N2CCc3ccccc3C2)n1 the results were NTR1 ag 0.5, WT yeast gro inh 6.9, AID2073 -2.3%, LYP inhibition -7.3%, GPR35 antagonists 9.6%, NS5 inhibitors 5.6%, RSV CPE inhibition 1.6%, Autophagy HCS inactive, UTI89 phage lysis 3.7%, WT yeast gro inh mutant strain 11.4, Autophagy HCS cell loss 18 h -19.8 and NTR1 ag cell count 20 µM 82.
COc1ccc(/C=N/OC/C(O)=C(\C#N)c2nc3ccccc3[nH]2)cc1OC was read as NTR1 ag 4.3, WT yeast gro inh -0.2, AID2073 2.8%, LYP inhibition -2.4%, GPR35 antagonists 11.6%, NS5 inhibitors -8.2%, RSV CPE inhibition 4.9%, Autophagy HCS inactive, UTI89 phage lysis 2.3%, WT yeast gro inh mutant strain -14.0, Autophagy HCS cell loss 18 h -2.8 and NTR1 ag cell count 20 µM 63.
Screening O=C(O)c1ccc2c(=O)n3c(nc2c1)/C(=C/c1ccc(F)cc1)CC3 returned NTR1 ag 1.6, AID2073 26.4%, LYP inhibition -4.5%, GPR35 antagonists -6.3%, NS5 inhibitors -3.9%, RSV CPE inhibition 0.6%, UTI89 phage lysis -0.1% and NTR1 ag cell count 20 µM 72.
For CCOC(=O)N1CCN(Cc2ccc3ccccc3c2)CC1 the results were NTR1 ag 1.3, AID2073 5.7%, LYP inhibition -6.2%, GPR35 antagonists -1.7%, RSV CPE inhibition 3.0%, UTI89 phage lysis 1.5% and NTR1 ag cell count 20 µM 62.
Screening CC(=O)C1=C(C)NC(=O)CC1c1ccc(Br)cc1 (centres undefined) returned NTR1 ag -0.7, WT yeast gro inh -19.1, AID2073 -1.8%, LYP inhibition 28.6%, GPR35 antagonists 3.0%, NS5 inhibitors -3.6%, RSV CPE inhibition -0.2%, Autophagy HCS inactive, UTI89 phage lysis 0.2%, WT yeast gro inh mutant strain 7.6, Autophagy HCS cell loss 18 h 1.8 and NTR1 ag cell count 20 µM 88.
`Cc1cc(NC(=O)CSc2c[nH]c3ccccc23)no1` gave NTR1 ag 0.3, AID2073 11.3%, LYP inhibition -6.9%, GPR35 antagonists 19.4%, NS5 inhibitors -1.3%, RSV CPE inhibition 0.7%, UTI89 phage lysis 0.1% and NTR1 ag cell count 20 µM 60.
COc1ccc(NC(=O)CN(C)S(=O)(=O)c2cccc3nsnc23)cc1 was read as NTR1 ag -2.2, WT yeast gro inh -0.9, AID2073 -8.3%, LYP inhibition -4.8%, GPR35 antagonists -5.1%, NS5 inhibitors -3.1%, RSV CPE inhibition 0.1%, Autophagy HCS inactive, UTI89 phage lysis -0.5%, WT yeast gro inh mutant strain 2.6, Autophagy HCS cell loss 18 h 6.0 and NTR1 ag cell count 20 µM 30.
For CSc1cccc(CN2CCN(Cc3ccc(F)c(F)c3)C(CCO)C2)c1 (centres undefined) the results were NTR1 ag 0.9, WT yeast gro inh 0.1, AID2073 -7.4%, LYP inhibition -2.4%, GPR35 antagonists -3.7%, NS5 inhibitors -2.9%, RSV CPE inhibition 1.9%, Autophagy HCS inactive, UTI89 phage lysis -1.1%, WT yeast gro inh mutant strain -3.2, Autophagy HCS cell loss 18 h -3.6 and NTR1 ag cell count 20 µM 41.
`O=C(CSCc1ccc(Cl)cc1)Nc1cc([N+](=O)[O-])ccc1O` gave NTR1 ag 0.3, WT yeast gro inh 12.9, AID2073 1.3%, LYP inhibition -4.7%, GPR35 antagonists -12.2%, RSV CPE inhibition 7.3%, Autophagy HCS inactive, UTI89 phage lysis 0.6%, WT yeast gro inh mutant strain -12.8, Autophagy HCS cell loss 18 h -2.0 and NTR1 ag cell count 20 µM 33.
O=C(OCCOc1cccc(Cl)c1)c1ccc(F)c(S(=O)(=O)N2CCOCC2)c1 was read as NTR1 ag -1.4, NS5 inhibitors 2.9%, RSV CPE inhibition 2.3%, UTI89 phage lysis -0.3% and NTR1 ag cell count 20 µM 50.
`O=C(Nc1ccc(N2CCOCC2)cc1)c1cnsn1` gave NTR1 ag -1.3, WT yeast gro inh 16.8, AID2073 0.9%, LYP inhibition -5.9%, GPR35 antagonists 4.2%, NS5 inhibitors 4.8%, Autophagy HCS inactive, UTI89 phage lysis 12.8%, WT yeast gro inh mutant strain 20.7, Autophagy HCS cell loss 18 h -11.8 and NTR1 ag cell count 20 µM 59.
CC1(C(=O)O)CCC(C(=O)Nc2ccc(S(N)(=O)=O)cc2)C1(C)C (centres undefined) was read as NTR1 ag -0.5, WT yeast gro inh -7.2, AID2073 -0.8%, LYP inhibition -13.0%, GPR35 antagonists 7.7%, NS5 inhibitors 4.3%, RSV CPE inhibition 1.7%, Autophagy HCS inactive, UTI89 phage lysis 0.8%, WT yeast gro inh mutant strain -7.2, Autophagy HCS cell loss 18 h -3.2 and NTR1 ag cell count 20 µM 44.
Screening CCCCOc1ccc(-c2csc(N)n2)cc1[N+](=O)[O-] returned NTR1 ag 3.9, WT yeast gro inh 73.3, AID2073 -8.1%, LYP inhibition -7.3%, GPR35 antagonists 6.6%, NS5 inhibitors 0.7%, RSV CPE inhibition 18.5%, Autophagy HCS inactive, UTI89 phage lysis -0.3%, WT yeast gro inh mutant strain 81.1, Autophagy HCS cell loss 18 h -15.9 and NTR1 ag cell count 20 µM 52.
`Cc1ccc(C#N)c(SCc2ccccc2[N+](=O)[O-])n1` gave NTR1 ag -0.3, WT yeast gro inh 2.4, AID2073 -2.7%, LYP inhibition -4.0%, GPR35 antagonists -0.8%, NS5 inhibitors -2.9%, RSV CPE inhibition 2.6%, Autophagy HCS inactive, UTI89 phage lysis 2.5%, WT yeast gro inh mutant strain 2.9, Autophagy HCS cell loss 18 h 5.0 and NTR1 ag cell count 20 µM 75.
For O=C(c1ccccc1-c1nc(-c2ccccc2)no1)N1CCCC1 the results were NTR1 ag -0.5, WT yeast gro inh -1.8, AID2073 2.1%, LYP inhibition -0.9%, GPR35 antagonists -11.6%, NS5 inhibitors -4.1%, RSV CPE inhibition 0.9%, Autophagy HCS inactive, UTI89 phage lysis 0.2%, WT yeast gro inh mutant strain 2.3, Autophagy HCS cell loss 18 h 1.4 and NTR1 ag cell count 20 µM 44.
